Screening data from PubChem BioAssay.
GLD-1 TGE inh: GLD-1/TGE RNA complex disruptors, primary screen, biochemical, fluorescence polarization. Female germline-specific tumor suppressor gld-1 (Caenorhabditis elegans), Q17339. purified GLD-1 + fluorescein TGE RNA. inhibition, % at 5.96 µM. 320,000 compounds, 0.44% hits. AID 2280, 2010;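 active = percent inhibition above a per-plate cutoff, the plate mean of test compounds plus 3 SD, cut at about 30% in these data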;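 also: 0% = DMSO wells with GLD-1 and probe and 100% = wells lacking GLD-1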
Target sequence (Q17339 whole entry, looked up): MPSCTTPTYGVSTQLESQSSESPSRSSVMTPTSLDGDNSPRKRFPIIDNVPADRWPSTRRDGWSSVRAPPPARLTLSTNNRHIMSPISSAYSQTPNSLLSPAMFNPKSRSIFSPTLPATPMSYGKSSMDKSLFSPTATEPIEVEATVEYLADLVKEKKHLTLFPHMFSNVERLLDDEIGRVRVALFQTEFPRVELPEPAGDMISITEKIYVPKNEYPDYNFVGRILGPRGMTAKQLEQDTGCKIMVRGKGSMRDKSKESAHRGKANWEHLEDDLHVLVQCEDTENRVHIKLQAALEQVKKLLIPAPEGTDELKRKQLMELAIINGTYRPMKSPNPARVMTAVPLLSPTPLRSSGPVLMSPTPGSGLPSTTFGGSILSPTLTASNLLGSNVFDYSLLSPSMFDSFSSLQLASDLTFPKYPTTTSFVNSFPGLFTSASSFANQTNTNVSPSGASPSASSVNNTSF
GRK2 aptamer HTS: compounds blocking aptamer binding on GRK2 – biochemical, human GRK2, bead flow cytometry, HTS, primary screen. 330,000 compounds, 0.59% hits. FAM-aptamer displacement from GRK2. AID 488847, 2010. Beta-adrenergic receptor kinase 1 (Homo sapiens), P25098. inhibition of aptamer binding, % at 10 µM;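 active = inhibition of aptamer binding above 40%, roughly 3 SD of noise, on plates passing a quality check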;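 also: median bead fluorescence of bound FAM aptamer so fluorescent compounds give negative values; no value below 0 was filed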
BCLXL inh: inhibitors of human Bcl-xL, primary screen, biochemical, fluorescence polarization, HTS | 320,000 compounds, 0.7% hits | GST-Bcl-xL / FITC-Bim BH3 peptide fluorescence polarization | inhibition, % at 10.9 µM | Bcl-2-like protein 1 (Homo sapiens), Q07817;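 active = inhibition above the mean of all tested compounds plus 3 SD, cutoff set per campaign, cut at about 30% in these data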;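 also: 0% = DMSO wells and 100% = unlabeled Bim-BH3 peptide competitor; inhibitors lower millipolarization by displacing the labeled peptide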
Target sequence (Q07817 whole entry, looked up): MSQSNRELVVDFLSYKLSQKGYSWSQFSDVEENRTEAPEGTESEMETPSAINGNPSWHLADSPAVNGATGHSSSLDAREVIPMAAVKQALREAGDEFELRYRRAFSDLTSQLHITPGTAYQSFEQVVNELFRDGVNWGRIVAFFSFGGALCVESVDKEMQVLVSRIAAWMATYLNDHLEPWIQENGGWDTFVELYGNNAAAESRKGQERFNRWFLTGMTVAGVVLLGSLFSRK
AGP1 TOR yeast: modulators of AGP1-GFP expression in yeast TOR pathway, primary screen, cell-based, multiplex flow cytometry, S. cerevisiae, MLPCN library; 320,000 compounds, 0.02% hits; 3 h; GFP as percent of DMSO wells; GFP response vs DMSO, % at 10 µM;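 active = GFP response relative to DMSO above a set limit, near screen average plus 3 SD, cut at about 150% in these data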;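 also: median GFP channel fluorescence of the gated AGP1 strain per well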
VLA-4 inh: inhibition in human VLA-4 binding assay, primary screen, VLA-4 allosteric modulator project, MLPCN library, flow cytometry, VLA-4 expressing cells; Integrin alpha-4 (Homo sapiens), P13612; 330,000 compounds, 0.2% hits; inhibition, % (about 7 µM as worked out from the volumes in the protocol); ligand binding flow cytometry; in the data active = inhibition above about 50%
MEX-5 binding: MEX-5 zinc finger RNA-binding disruptors – biochemical, C. elegans, fluorescence polarization, MLPCN library, primary screen; activity score (negative = inhibition of binding), % at 10 µM; Zinc finger protein mex-5 (Caenorhabditis elegans), Q9XUB2; 300,000 compounds, 0.38% hits; MEX-5/FITC-TCR2 RNA binding; stronger effect = lower value;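 active = inhibition past about -25% in most replicates, and total fluorescence under double the plate's negative control median, limit read from the data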;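 also: 0% = DMSO and -100% = 5 µM competing unlabeled TCR2 RNA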
CIT2-GFP yeast: modulators of CIT2-GFP expression in yeast, primary screen, S. cerevisiae, GFP fusion, multiplex flow cytometry, MLPCN library. S. cerevisiae CIT2-GFP strain, 3 h; 100 means same as DMSO wells. 320,000 compounds, 0.065% hits. GFP response vs DMSO, % at 10 µM;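 active = GFP response relative to DMSO above a set limit, near the screen mean plus 3 SD, cut at about 150% in these data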;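 also: ratio of well median GFP fluorescence to mean of DMSO wells on the plate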
MCL1-BIM inh: inhibitors of MCL1 binding to BIM-BH3, primary screen, biochemical, fluorescence polarization | Induced myeloid leukemia cell differentiation protein Mcl-1 (Homo sapiens), Q07820 | inhibition, % at 10.9 µM | 320,000 compounds, 0.68% hits | GST-MCL1 / FITC-Bim-BH3 fluorescence polarization;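 active = inhibition above the mean inhibition of all tested compounds plus 3 SD, set per campaign, cut at about 40% in these data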;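 also: 0% = DMSO wells and 100% = unlabeled Bim-BH3 peptide control; higher means more loss of mP so more displacement of Bim peptide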
Target sequence (Q07820 whole entry, looked up): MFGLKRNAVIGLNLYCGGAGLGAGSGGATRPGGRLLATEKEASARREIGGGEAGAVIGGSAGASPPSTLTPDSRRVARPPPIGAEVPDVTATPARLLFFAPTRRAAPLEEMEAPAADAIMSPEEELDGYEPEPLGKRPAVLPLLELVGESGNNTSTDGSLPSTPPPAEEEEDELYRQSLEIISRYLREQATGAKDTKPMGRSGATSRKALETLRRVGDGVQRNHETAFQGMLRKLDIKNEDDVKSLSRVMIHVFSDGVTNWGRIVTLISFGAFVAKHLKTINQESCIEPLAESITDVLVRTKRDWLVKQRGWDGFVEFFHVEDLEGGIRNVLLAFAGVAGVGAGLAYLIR
Fam108B counter: mouse Fam108B serine hydrolase inhibitors, primary screen, counter-screen for RBBP9 inhibitor project, biochemical, fluorescence polarization. inhibition, % at 9.51 µM. 300,000 compounds, 0.33% hits. AID 1947, 2009. recombinant Fam108B, FP-Rh probe fluorescence polarization;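 active = inhibition above the screen mean inhibition plus 3 SD, computed separately per campaign, cut at about 18% in these data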;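 also: inhibitors lower polarization as less probe binds the enzyme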
* hit, by the source's call.

Cc1cc(C)c(C)c(S(=O)(=O)N2CCC(C(=O)NCc3ccco3)CC2)c1C was read as GLD-1 TGE inh 5, GRK2 aptamer HTS 2, BCLXL inh 4, AGP1 TOR yeast 96, VLA-4 inh 16, CIT2-GFP yeast 94 and MCL1-BIM inh 1.
`COc1cc(NC(=O)c2ccc3c(SCC(=O)O)c4c(nc3c2)CCC4)cc(OC)c1OC` gave GLD-1 TGE inh -8, GRK2 aptamer HTS 3, BCLXL inh 4, AGP1 TOR yeast 97, VLA-4 inh -5, MEX-5 binding -3.2, CIT2-GFP yeast 100, MCL1-BIM inh -3 and Fam108B counter -2.
Screening COc1ccc(N2CCN(C(=O)c3cn(C)c(=O)c4c3c3ccccc3n4C)CC2)cc1 returned GLD-1 TGE inh 7, GRK2 aptamer HTS 0, BCLXL inh 5, AGP1 TOR yeast 100, VLA-4 inh -6, MEX-5 binding -2.8, CIT2-GFP yeast 99, MCL1-BIM inh 1 and Fam108B counter -2.
`O=C(O)c1cc(NS(=O)(=O)c2ccc(N3CCCCC3)c([N+](=O)[O-])c2)cc(C(=O)O)c1` gave GLD-1 TGE inh 3, GRK2 aptamer HTS 1, BCLXL inh 4, AGP1 TOR yeast 105, VLA-4 inh 12, MEX-5 binding -0.7, CIT2-GFP yeast 100, MCL1-BIM inh 10 and Fam108B counter 0.
`O=C(O)CCN1C(=O)C2C3c4ccccc4C(c4ccccc43)C2C1=O` (centres undefined) gave GLD-1 TGE inh 0, GRK2 aptamer HTS 2, BCLXL inh 4, AGP1 TOR yeast 106, VLA-4 inh -14, MEX-5 binding 0.5, CIT2-GFP yeast 113, MCL1-BIM inh 1 and Fam108B counter -2.
Screening CCCc1[nH]n(-c2nc3ccccc3s2)c(=O)c1C=NCCCOC returned GLD-1 TGE inh 1, GRK2 aptamer HTS 1, BCLXL inh 4, AGP1 TOR yeast 112, VLA-4 inh 3, MEX-5 binding -0.6, CIT2-GFP yeast 100, MCL1-BIM inh -1 and Fam108B counter -5.
`O=S(=O)(/C=C/c1ccccc1)n1cnc2ccccc21` gave GLD-1 TGE inh -2, GRK2 aptamer HTS 2, BCLXL inh 4, AGP1 TOR yeast 108, VLA-4 inh 19, MEX-5 binding 0.3, CIT2-GFP yeast 107, MCL1-BIM inh 8 and Fam108B counter 5.
`O=C1N(CCCCN2C(=O)C3(OCCO3)c3ccccc32)c2ccccc2C12OCCO2` gave GLD-1 TGE inh -2, GRK2 aptamer HTS 0, BCLXL inh 1, AGP1 TOR yeast 98, VLA-4 inh -13, MEX-5 binding 0.3, CIT2-GFP yeast 98, MCL1-BIM inh -3 and Fam108B counter -9.
`COc1ccc(N2CCN(c3ncnc4scc(-c5ccc(C)cc5)c34)CC2)cc1` gave GLD-1 TGE inh 3, GRK2 aptamer HTS 0, BCLXL inh 2, AGP1 TOR yeast 96, VLA-4 inh 6, MEX-5 binding -0.8, CIT2-GFP yeast 85, MCL1-BIM inh 1 and Fam108B counter 0.
Screening COc1ccc(NC(=S)Nc2ccc3nccnc3c2)cc1 returned GLD-1 TGE inh 15, GRK2 aptamer HTS 3, BCLXL inh 13, AGP1 TOR yeast 100, VLA-4 inh -4, MEX-5 binding 0.7, CIT2-GFP yeast 80, MCL1-BIM inh 7 and Fam108B counter 2.
COc1ccc(C(=O)COc2nc(C)cc(C)c2C#N)cc1 was read as GLD-1 TGE inh -3, GRK2 aptamer HTS 0, BCLXL inh 3, AGP1 TOR yeast 97, VLA-4 inh 3, MEX-5 binding -0.4, CIT2-GFP yeast 99, MCL1-BIM inh 0 and Fam108B counter -5.
`NC(=O)C1CCN(CC(=O)Nc2cccc(C(=O)Nc3cccc(C(F)(F)F)c3)c2)CC1` gave GLD-1 TGE inh 4, GRK2 aptamer HTS 9, BCLXL inh -2, AGP1 TOR yeast 103, VLA-4 inh 16, MEX-5 binding -0.4, CIT2-GFP yeast 102, MCL1-BIM inh 0 and Fam108B counter -4.
Screening COc1ccc(CC(=O)Nc2cccc3ccccc23)cc1OC returned GLD-1 TGE inh -3, GRK2 aptamer HTS 1, BCLXL inh 1, AGP1 TOR yeast 100, VLA-4 inh 0, MEX-5 binding 0.0, CIT2-GFP yeast 102, MCL1-BIM inh -10 and Fam108B counter 2.
`Cn1nnc2cc(NC(=O)N3CC4(C)CC3CC(C)(C)C4)ccc21` (centres undefined) gave GLD-1 TGE inh -3, GRK2 aptamer HTS 0, BCLXL inh 2, AGP1 TOR yeast 98, VLA-4 inh 1, MEX-5 binding 0.6, CIT2-GFP yeast 96, MCL1-BIM inh 3 and Fam108B counter -2.
`COc1cc2oc3ccc(C#Cc4ccccn4)cc3c(=O)c2cc1OC` gave GLD-1 TGE inh -4, GRK2 aptamer HTS 0, BCLXL inh 0, AGP1 TOR yeast 86, VLA-4 inh -12, MEX-5 binding -4.1, CIT2-GFP yeast 89, MCL1-BIM inh -3 and Fam108B counter -9.
For Cc1ccc(C)n1-c1nnc(N2CCC(C(=O)N3CCN(C)CC3)CC2)s1 the results were GLD-1 TGE inh -9, GRK2 aptamer HTS 0, BCLXL inh 3, AGP1 TOR yeast 98, VLA-4 inh 46, MEX-5 binding 2.0, CIT2-GFP yeast 97, MCL1-BIM inh 4 and Fam108B counter 0.
COc1ccc(N(CC(=O)NC2CCCC2)C(=O)c2ccc(C)s2)cc1OC was read as GLD-1 TGE inh -1, GRK2 aptamer HTS 2, BCLXL inh 2, AGP1 TOR yeast 101, VLA-4 inh 14, MEX-5 binding 1.2, CIT2-GFP yeast 100, MCL1-BIM inh -1 and Fam108B counter -1.
Screening O=C(O)c1ccc(N2C(=O)c3cccc4c(C(=O)O)ccc(c34)C2=O)cc1 returned GLD-1 TGE inh 4, GRK2 aptamer HTS 70*, BCLXL inh 27, AGP1 TOR yeast 95, VLA-4 inh -1, MEX-5 binding -14, MCL1-BIM inh 38 and Fam108B counter 1.
For Cc1cccc(-n2nnnc2SCC(=O)Nc2ccc(N3CCN(C)CC3)cc2)c1 the results were GLD-1 TGE inh 3, GRK2 aptamer HTS 0, BCLXL inh 7, AGP1 TOR yeast 104, VLA-4 inh 2, MEX-5 binding 1.2, CIT2-GFP yeast 107, MCL1-BIM inh -1 and Fam108B counter 0.
`Cc1ccc(NC(=O)CSc2nnc([C@@H]3CCCN3C(=O)OC(C)(C)C)o2)c(C)c1` gave GLD-1 TGE inh 5, GRK2 aptamer HTS 0, BCLXL inh -1, AGP1 TOR yeast 102, VLA-4 inh -5, MEX-5 binding 0.1, CIT2-GFP yeast 117, MCL1-BIM inh 12 and Fam108B counter -3.
COc1ccc(C(=O)NCc2nnc(SCC(=O)N3CCCCCC3)o2)cc1OC was read as GLD-1 TGE inh 8, GRK2 aptamer HTS 1, BCLXL inh 2, AGP1 TOR yeast 100, VLA-4 inh 9, MEX-5 binding -4.1, CIT2-GFP yeast 99, MCL1-BIM inh -12 and Fam108B counter 0.
Cc1cccc(C(=O)N/N=C/c2ccccn2)c1 was read as GLD-1 TGE inh 8, GRK2 aptamer HTS 0, BCLXL inh 2, AGP1 TOR yeast 97, VLA-4 inh 20, MEX-5 binding -1.9, CIT2-GFP yeast 99, MCL1-BIM inh 0 and Fam108B counter -2.
`ClC1(CNc2ccccc2)CCN(Cc2ccccc2)CC1` gave GLD-1 TGE inh 2, GRK2 aptamer HTS 0, BCLXL inh 7, AGP1 TOR yeast 101, VLA-4 inh 3, MEX-5 binding 0.9, CIT2-GFP yeast 105, MCL1-BIM inh 6 and Fam108B counter 6.
Screening Cc1ccc(N2CCN(C(=O)c3ccccc3NC(=O)C3CCCCC3C(=O)O)CC2)cc1 (centres undefined) returned GLD-1 TGE inh 1, GRK2 aptamer HTS 0, BCLXL inh 4, AGP1 TOR yeast 101, VLA-4 inh 22, MEX-5 binding 3.0, CIT2-GFP yeast 97, MCL1-BIM inh -2 and Fam108B counter -1.
For COc1ccc(C(=O)OCc2c(-c3ccccc3)ncc3ccccc23)cc1 the results were GLD-1 TGE inh 3, GRK2 aptamer HTS 4, AGP1 TOR yeast 104, VLA-4 inh -7 and CIT2-GFP yeast 90.
`O=C(NCc1cccs1)C1CCCN(S(=O)(=O)c2cccc3cccnc23)C1` (centres undefined) gave GLD-1 TGE inh -5, GRK2 aptamer HTS 1, BCLXL inh 1, AGP1 TOR yeast 104, VLA-4 inh -14, MEX-5 binding -1.6, CIT2-GFP yeast 100, MCL1-BIM inh -1 and Fam108B counter 0.
Screening Cc1ccccc1-n1cnnc1SCC(=O)N1CCN(c2ccccc2)CC1 returned GLD-1 TGE inh 4, GRK2 aptamer HTS 1, BCLXL inh -7, AGP1 TOR yeast 91, VLA-4 inh 4, MEX-5 binding -1.4, CIT2-GFP yeast 112, MCL1-BIM inh -3 and Fam108B counter 1.
Screening COc1ccc(COc2cccc3ccc(C)nc23)cc1F returned GLD-1 TGE inh -1, GRK2 aptamer HTS 0, BCLXL inh 3, AGP1 TOR yeast 102, VLA-4 inh 1, MEX-5 binding -0.1, CIT2-GFP yeast 105, MCL1-BIM inh -4 and Fam108B counter 0.
`CN1CCN(CC(=O)N2c3ccc(S(=O)(=O)NCCNC(=O)OC(C)(C)C)cc3C(=O)Nc3cccnc32)CC1` gave GLD-1 TGE inh 2, GRK2 aptamer HTS 5, BCLXL inh 1, AGP1 TOR yeast 94, VLA-4 inh -6, MEX-5 binding 0.7, CIT2-GFP yeast 109, MCL1-BIM inh -3 and Fam108B counter -2.
c1ccc(-c2nc(-c3cccnc3)n[nH]2)cc1 was read as GLD-1 TGE inh 9, GRK2 aptamer HTS 0, BCLXL inh 7, AGP1 TOR yeast 101, VLA-4 inh 6, MEX-5 binding 1.1, CIT2-GFP yeast 97, MCL1-BIM inh 5 and Fam108B counter 7.
For CCOC(=O)c1cn(CC(=O)Nc2ccccc2C(=O)OCC)nn1 the results were GLD-1 TGE inh -7, GRK2 aptamer HTS 0, BCLXL inh 8, AGP1 TOR yeast 108, VLA-4 inh 1, MEX-5 binding -0.2, CIT2-GFP yeast 111, MCL1-BIM inh 6 and Fam108B counter -2.
`Cc1ccc(C(=O)N/C(=C/c2cccc([N+](=O)[O-])c2)C(=O)NC(C)C)cc1` gave GLD-1 TGE inh 4, GRK2 aptamer HTS 0, BCLXL inh 1, AGP1 TOR yeast 105, VLA-4 inh 13, MEX-5 binding -1.2, CIT2-GFP yeast 104, MCL1-BIM inh -3 and Fam108B counter 1.
For COc1ccc(S(=O)(=O)N2CCC(O)(c3ccc4c(c3)OCO4)CC2)cc1 the results were GLD-1 TGE inh 2, GRK2 aptamer HTS 5, BCLXL inh 3, AGP1 TOR yeast 95, VLA-4 inh 12, MEX-5 binding -1.1, CIT2-GFP yeast 98, MCL1-BIM inh 4 and Fam108B counter 1.
For Cc1c(NC(=O)c2cc(-c3cccc(Cl)c3)on2)c(=O)n(-c2ccccc2)n1C the results were GLD-1 TGE inh -2, GRK2 aptamer HTS 1, BCLXL inh 2, AGP1 TOR yeast 103, VLA-4 inh -12, MEX-5 binding -0.4, CIT2-GFP yeast 99, MCL1-BIM inh 0 and Fam108B counter 2.

This is a random part of the collection; 2.2% or so of the library scored in one or more.
